Screening results deposited in PubChem BioAssay by several laboratories.
LYP inhibition: PTPN22 lymphoid phosphatase activity blockers – biochemical, fluorescence intensity, uHTS (AID 1779); recombinant LYP phosphatase, fluorescence intensity; higher % means a stronger effect; inhibition, % at 11.5 µM, or IC50 in µM where a hit was titrated; 290,000 compounds, 0.054% hits;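 note: plate controls were vehicle with enzyme for no effect and no enzyme for full effect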
SIAH1 antagonists: Siah-1 peptide-binding antagonists, primary screen, biochemical, fluorescence polarization, rhodamine-plectin, uHTS (AID 1817); Siah-1 / rhodamine-plectin peptide fluorescence polarization; higher % means a stronger effect; displacement, % at 20 µM, or IC50 in µM where a hit was titrated; 290,000 compounds, 0.02% hits;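 active = displacement of at least 50% at 20 µM, with a fluorescence ratio check between 0.3 and a set limit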;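 note: plate controls were Siah plus tracer with DMSO for no effect and tracer alone without Siah for full effect; strong numbers were not always called active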
NOD2 inhibition: inhibition of NOD2-driven NF-kB reporter – cell-based, luminescence, uHTS, HEK293 (AID 1566); HEK293 NOD2/NF-kB luciferase reporter, luminescence; higher % means a stronger effect; one-dose inhibition, % at 4 µM; EC50 in µM for titrated hits; 290,000 compounds, 0.63% hits; note: many of its hits are not listed in these tables
Lipid droplet: hepatic lipid droplet formation modulation. 240,000 compounds, 0.4% hits. inhibition, % at 6.5 µM. AML12 mouse hepatocytes, oleate lipid droplets, BODIPY imaging;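 active = lipid droplet intensity inhibited by at least 50%, with more than 500 cells counted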
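Assay system: AML12 mouse liver cells | Compound: 6.5 µM single-point dosing | Schedule: Overnight exposure | Technique: Fluorescence imaging, 20x objective, two fields per well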
AID2073: inhibitors of Mint1-CaV2.2 protein interaction, biochemical, HTRF (AID 2073) | HTRF protein-protein interaction, Mint1-CaV2.2; higher % means a stronger effect | inhibition, % at 20 µM; hits with a dose series show IC50 in µM | 290,000 compounds, 0.19% hits; in the data active = inhibition mostly above about 51%, no sharp cut-off; note: some results filed as inactive read as strong as hits
HIV peptide binding: cell-free HIV fusion peptide-binding blockers – biochemical, uHTS, fluorescence dequenching, primary screen (AID 1986); cell-free peptide binding, fluorescence dequenching, 30 min; higher % means a stronger effect; inhibition, % at 20 µM, or IC50 in µM where a hit was titrated; 290,000 compounds, 0.3% hits; in the data active = inhibition mostly above about 52%, no sharp cut-off; inactive = mostly below about 76%; note: some results filed as inactive read as strong as hits
XIAP antagonists: small molecules displacing peptide from XIAP – biochemical, IAP family, fluorescence polarization (AID 1018) | 200,000 compounds, 0.007% hits | displacement, % at 20 µM, or IC50 in µM where a hit was titrated | XIAP BIR domain, fluorescence polarization peptide displacement; higher % means a stronger effect; in the data active = displacement above about 50%; note: a part of the inactive calls stands beside numbers as strong as those of hits
Dengue-2 NS5 capping: flavivirus cap methylation enzyme inhibition – biochemical, confirmation dose response, primary screen (AID 588689). Dengue-2 NS5 methyltransferase capping enzyme assay, biochemical; higher % means a stronger effect. inhibition, % at 25 µM, or IC50 in µM where a hit was titrated. 340,000 compounds, 0.3% hits; in the data active = a potency from the dose series
Myeloid diff 2: compounds promoting myeloid differentiation; ER-HoxA9 myeloid progenitors, lysozyme-GFP differentiation, flow cytometry; calls only at 10 µM; 360,000 compounds, 1% hits; AID 624256;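 active = normalized GFP-positive differentiation at or above the plate's own cutoff, the solvent-only control mean plus 3 SD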;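 note: cells exposed to compound for four days before flow analysis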
Lipid droplet cells 6.5 µM: further read-out of Lipid droplet, marked with its call; cell count; measured here: cell count, cytotoxicity flag;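 cells counted across two imaged fields per well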
Myeloid diff 2 GFP+ MAC1+ %: second read-out of Myeloid diff 2, no call of its own (marks repeat the call); GFP+ MAC1+ double positive, %; measured here: differentiation confirmed by MAC1 staining
* hit, by the source's call; i = inactive; nt = not tested or not shown. Cut-off read from the data, not from the text of the source, unless noted: active = inhibition above about 50%; inactive = the rest. This is a subset (hit frequency here may not be typical).

SMILES	LYP inhibition	SIAH1 antagonists	NOD2 inhibition	Lipid droplet	Lipid droplet cells 6.5 µM	AID2073	HIV peptide binding	XIAP antagonists	Dengue-2 NS5 capping	Myeloid diff 2	Myeloid diff 2 GFP+ MAC1+ %
CCN1C(=NCc2ccco2)N[C@@H](c2cccc(F)c2)C(C(=O)OC)=C1C	-3%	-1%	-9%	1	781	10%	0.7%	nt	-6%	i	2.4
Cc1cccc2[nH]c(SCC(=O)N3CCOCC3)nc12	-5%	-3%	0%	6	670	-12%	2.3%	-3.9%	1%	i	0.4
CCOc1ccc(/C(O)=C2/C(=O)C(=O)N(CCCN3CCOCC3)C2c2ccc(F)cc2)cc1C (configuration not stated)	-5%	2%	21%	10	832	18%	0.4%	nt	-10%	i	0.7
COc1cccc(/C=C2\SC(=S)N(c3cccnc3)C2=O)c1OC	-2%	6%	22%	-1	688	-20%	-6.3%	-2.9%	7%	i	0.7
CC(C)Oc1ccc(C(=O)NCc2ccco2)cc1	3%	0%	-34%	-4	784	0%	-2.4%	-12%	1%	i	1.2
CC1OC2C(OC1C)N(S(C)(=O)=O)CCN2S(C)(=O)=O (configuration not stated)	-10%	-2%	12%	nt	nt	8%	-1.6%	-3.0%	0%	i	4.2
CC(=O)Nc1ccc(NC(=O)COC(=O)C2(c3ccc(Cl)cc3)CCCC2)cc1	-6%	1%	22%	14	629	3%	-4.0%	-5.4%	-3%	i	0.7
COCCN(C(=O)CSc1nc2ccccc2c(=O)n1C(C)COC)c1c(N)n(Cc2ccccc2)c(=O)[nH]c1=O (configuration not stated)	-9%	-6%	8%	1	639	-7%	-0.6%	-6.3%	-1%	i	0.3
COc1ccc(CCN(C)C(=O)c2c(C)nn(CC(C)C)c2Cl)cc1OC	-7%	7%	10%	1	737	35%	-0.7%	nt	-1%	i	3.3
CC(=O)c1sc(NC(=O)c2ccccc2)nc1-c1ccccc1	2%	2%	-156%	4	655	8%	0.6%	-9.5%	-12%	i	0.9
CC(=O)c1cccc(N2C(=O)C3C4CCC(C4=C(C)C)C3C2=O)c1 (configuration not stated)	3%	-7%	10%	-9	628	-4%	-0.4%	-7.6%	-7%	i	0.2
O=c1[nH]c(-c2ccc(Cl)cc2)nc2c1cnn2-c1ccccc1	-4%	4%	8%	12	666	12%	1.0%	-2.5%	nt	nt	nt
O=C(COc1ccc(Cl)cc1Cl)Nc1ccc(CN2CCOCC2)cc1	6%	1%	25%	2	786	3%	2.2%	nt	-6%	i	0.8
COc1ccc(Nc2nc(N)nc(C(F)(F)F)n2)c(OC)c1	-1%	-9%	-10%	4	625	2%	-1.7%	-1.5%	0%	i	1.4
CCCCCc1c(C)[nH]c2nc3ccccc3n2c1=O	-4%	7%	-9%	0	852	21%	-2.1%	nt	-5%	i	0.3
O=C(O)CCCNC(=O)c1cncc(O)c1	-4%	-2%	3%	7	699	-2%	-1.1%	-4.4%	-4%	i	0.7
CCCCc1nnc(NC(=O)c2ccc3[nH]c(=O)c(=O)[nH]c3c2)s1	-17%	-1%	13%	5	695	34%	-4.5%	nt	-11%	i	0.0
O=C(c1ccccc1)N1CCSc2sccc2C1=O	3%	2%	nt	-7	691	-3%	0.2%	-4.0%	9%	i	1.1
COc1ccc(-c2nc(CN3CCCCC3CCc3ccccn3)c(C)o2)cc1 (configuration not stated)	-2%	3%	26%	8	729	46%	1.4%	-0.2%	4%	i	0.3
CC(=O)Nc1ccc(OCCCNC(=O)c2c(-c3ccccc3)noc2C)cc1	-8%	-2%	20%	-5	717	-2%	-1.5%	nt	11%	i	1.1
S=C1NC2(CCS1)Oc1ccccc1C1CC(c3ccccc3)=NN12 (configuration not stated)	4%	5%	1%	-4	714	2%	-1.9%	nt	nt	nt	nt
O=c1[nH]c(=S)[nH]c2[nH]c(=S)[nH]c12	2%	-4%	8%	5	703	71%	40%	-4.6%	nt	nt	nt
COc1cc(OC)cc(C(=O)N[C@H](C(=O)OCC(=O)Nc2ccc(C(C)C)cc2)C(C)C)c1	8%	5%	11%	-6	633	0%	0.3%	-4.1%	0%	i	0.5
COc1cccc(C(=O)OC(C)CN2CCCC2)c1 (configuration not stated)	-10%	0%	19%	nt	nt	0%	4.2%	-6.2%	-5%	i	0.9
COC(=O)C1=C(C(=O)OC)[C@@H]2N(C)c3ccccc3[C@@]23C[C@@H](C(=O)OC)N(C(=O)c2cc(C)oc2C)C3=N1	-4%	0%	16%	44	709	-1%	-1.0%	nt	-5%	i	0.8
NC(=O)[C@@H]1CCCNc2c(I)cc([N+](=O)[O-])cc2C(=O)N[C@@H](CO)C(=O)N[C@@H](Cc2ccc(O)cc2)C(=O)N1	2%	6%	15%	nt	nt	-36%	0.0%	-12%	0%	i	0.5
CCOC(=O)C1CCN(C(=O)c2c(-c3c(F)cccc3Cl)noc2C)CC1	-2%	-5%	2%	nt	nt	-1%	-0.5%	-6.2%	14%	i	1.2
CCn1c(-c2nn(-c3ccccc3)ccc2=O)n[nH]c1=S	-3%	0%	-13%	2	661	1%	0.4%	-16%	22%	i	0.2
CC(=O)N/C(=C\c1ccccc1)C(=O)NCC(=O)O	-7%	1%	22%	-14	701	-4%	0.5%	-1.3%	-4%	i	1.9
O=[N+]([O-])c1c(NCCO)cc(N2CCCCC2)c2nonc12	-3%	2%	14%	-9	703	26%	-1.1%	-3.5%	2%	i	0.5
CC(=O)NC(C)C(=O)OCC(=O)Nc1ccc(Br)cc1 (configuration not stated)	-14%	-8%	-20%	13	796	-1%	-2.8%	-7.7%	-6%	i	1.0
Cc1onc(NC(=O)NC(=O)c2c(Cl)cccc2Cl)c1Br	-7%	7%	12%	2	829	20%	0.6%	nt	6%	i	3.8
CCOC(=O)N1CCN(C(=O)COc2cc(C)c(Cl)c(C)c2)CC1	-4%	4%	8%	-24	593	-7%	-1.2%	-15%	5%	i	0.4
CCCCOc1cccc(NC(=O)CSc2nccn2C)c1	-7%	1%	-2%	0	703	5%	1.7%	-7.5%	-2%	i	0.8
O=C(CCNC(=O)c1ccc(Cl)cc1)Nc1ccc(Cl)cc1F	-7%	9%	10%	4	768	2%	0.0%	-2.4%	3%	i	0.3
CCCC(=O)Nc1ccc(C(=O)NCCCn2ccnc2)cc1	-10%	0%	-12%	7	724	-2%	-1.7%	-0.8%	-2%	i	1.1
O=C1OCC/C1=C\c1ccccc1O	2%	-3%	4%	12	790	19%	0.6%	-16%	-7%	i	1.3
CCN(CC)CCNC(=O)c1cccc(NC(=O)C(=O)c2cc(Br)ccc2NC(C)=O)c1	2%	6%	21%	17	705	11%	0.1%	-9.0%	-4%	i	0.5
Cc1nc(C(=O)NCc2ccccc2)sc1C1(C)CC(c2cccnc2)=NO1 (configuration not stated)	-7%	1%	18%	-6	711	-7%	-0.8%	nt	-8%	i	1.6
CCOC(=O)c1c(NC(=O)Cc2cccs2)sc(C(=O)NC2CCCC2)c1C	-12%	1%	20%	nt	nt	-5%	5.5%	-2.0%	-2%	i	1.5

Ordered by value in Dengue-2 NS5 capping (smallest number first): some entries from above
Compound	LYP inhibition	SIAH1 antagonists	NOD2 inhibition	AID2073	HIV peptide binding	XIAP antagonists	Dengue-2 NS5 capping	Myeloid diff 2 GFP+ MAC1+ %
COc1cccc(C(=O)OC(C)CN2CCCC2)c1 (configuration not stated)	-10%	0%	19%	0%	4.2%	-6.2%	-5%	0.9
CCCC(=O)Nc1ccc(C(=O)NCCCn2ccnc2)cc1	-10%	0%	-12%	-2%	-1.7%	-0.8%	-2%	1.1
CCOC(=O)C1CCN(C(=O)c2c(-c3c(F)cccc3Cl)noc2C)CC1	-2%	-5%	2%	-1%	-0.5%	-6.2%	14%	1.2

Further entries follow:
SMILES	LYP inhibition	SIAH1 antagonists	NOD2 inhibition	Lipid droplet	Lipid droplet cells 6.5 µM	AID2073	HIV peptide binding	XIAP antagonists	Dengue-2 NS5 capping	Myeloid diff 2	Myeloid diff 2 GFP+ MAC1+ %
CC(NS(=O)(=O)c1ccc(Cl)cc1)C(=O)NCc1ccco1 (configuration not stated)	-5%	-4%	1%	-13	750	14%	0.6%	-9.0%	-1%	i	6.9
O=C1Nc2cc3c(cc2C1=O)sc1ccccc13	-4%	-2%	-5%	-4	732	-25%	-6.6%	nt	nt	i	0.6
O=C(N/N=C/c1cccc([N+](=O)[O-])c1)c1nc2ccccc2c(=O)[nH]1	-3%	4%	-17%	-10	596	8%	0.5%	nt	10%	i	0.7
Cc1cc(NC(=O)CSc2ccc3nnc(CCNS(=O)(=O)c4ccccc4)n3n2)no1	3%	-1%	2%	5	674	12%	0.7%	-1.7%	-4%	i	0.5
CCOc1ncccc1C(=O)OCc1cn2cc(Cl)ccc2n1	-5%	-1%	17%	nt	nt	0%	-2.8%	-3.3%	5%	i	0.4

An excerpt from above, limited to SIAH1 antagonists, Myeloid diff 2 and XIAP antagonists.
structure	SIAH1 antagonists	Myeloid diff 2	XIAP antagonists
O=C1Nc2cc3c(cc2C1=O)sc1ccccc13	-2%	i	nt
O=C(N/N=C/c1cccc([N+](=O)[O-])c1)c1nc2ccccc2c(=O)[nH]1	4%	i	nt

Complete entries as entered above:
`CC(NS(=O)(=O)c1ccc(Cl)cc1)C(=O)NCc1ccco1` (configuration not stated) as listed: LYP inhibition = -5%; SIAH1 antagonists = -4%; NOD2 inhibition = 1%; Lipid droplet = -13; Lipid droplet cells 6.5 µM = 750; AID2073 = 14%; HIV peptide binding = 0.6%; XIAP antagonists = -9.0%; Dengue-2 NS5 capping = -1%; Myeloid diff 2 = i; Myeloid diff 2 GFP+ MAC1+ % = 6.9
`CCOc1ncccc1C(=O)OCc1cn2cc(Cl)ccc2n1` as listed: LYP inhibition = -5%; SIAH1 antagonists = -1%; NOD2 inhibition = 17%; Lipid droplet = nt; Lipid droplet cells 6.5 µM = nt; AID2073 = 0%; HIV peptide binding = -2.8%; XIAP antagonists = -3.3%; Dengue-2 NS5 capping = 5%; Myeloid diff 2 = i; Myeloid diff 2 GFP+ MAC1+ % = 0.4

2 entries from above, as labelled records.
> O=C(N/N=C/c1cccc([N+](=O)[O-])c1)c1nc2ccccc2c(=O)[nH]1
  LYP inhibition = -3%	SIAH1 antagonists = 4%	NOD2 inhibition = -17%	Lipid droplet = -10	Lipid droplet cells 6.5 µM = 596	AID2073 = 8%	HIV peptide binding = 0.5%	XIAP antagonists = nt	Dengue-2 NS5 capping = 10%	Myeloid diff 2 = i	Myeloid diff 2 GFP+ MAC1+ % = 0.7

> Cc1cc(NC(=O)CSc2ccc3nnc(CCNS(=O)(=O)c4ccccc4)n3n2)no1
  LYP inhibition = 3%	SIAH1 antagonists = -1%	NOD2 inhibition = 2%	Lipid droplet = 5	Lipid droplet cells 6.5 µM = 674	AID2073 = 12%	HIV peptide binding = 0.7%	XIAP antagonists = -1.7%	Dengue-2 NS5 capping = -4%	Myeloid diff 2 = i	Myeloid diff 2 GFP+ MAC1+ % = 0.5
